From PubChem
AmpC inh detg – qHTS Inhibitors of AmpC Beta-Lactamase (assay with detergent); P00811; AmpC hydrolysis of nitrocefin, absorbance 480 nm, 0.01% Triton; Potency, µM (titrated, usually from 114 µM), for inactives: top-dose activity change, negative = inhibition, usual class: inhibitors; 370,000 tested, 0.041% active; AID 485294, 2010;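 note: potency is the fitted concentration of half-maximal effect; 0% = no-compound wells and -100% = no-enzyme wells; nearly all actives have a fitted effect of over 25% in size; some results filed as inactive show a strong effect at the top dose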
Target sequence (P00811 whole entry, looked up): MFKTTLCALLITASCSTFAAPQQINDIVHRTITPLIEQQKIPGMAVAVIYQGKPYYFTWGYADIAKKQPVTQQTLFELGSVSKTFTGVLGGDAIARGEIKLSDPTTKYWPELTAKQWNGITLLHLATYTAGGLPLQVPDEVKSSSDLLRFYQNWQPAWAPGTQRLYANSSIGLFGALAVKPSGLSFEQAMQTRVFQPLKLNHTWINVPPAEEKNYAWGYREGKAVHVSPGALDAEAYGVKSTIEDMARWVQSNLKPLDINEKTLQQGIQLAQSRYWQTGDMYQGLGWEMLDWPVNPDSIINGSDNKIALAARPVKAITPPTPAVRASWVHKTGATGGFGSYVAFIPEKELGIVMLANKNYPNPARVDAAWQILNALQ
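AmpC (5.3 nM in the dispensed reagent) in 20 mM phosphate pH 7.0 with 0.01% (detergent screen) or 0.0001% Triton X-100 was preincubated with compounds for 15 min at room temperature. Nitrocefin was then added from an 800 uM solution, and hydrolysis was followed at 480 nm.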
AmpC no deterg – qHTS Inhibitors of AmpC Beta-Lactamase (assay without detergent); AID 485341, 2010; 330,000 tested, 0.52% active; AmpC nitrocefin hydrolysis, absorbance 480 nm, 0.0001% Triton; Potency, µM (series often up to 57.1 µM), without a hit: at the highest dose activity change, negative = inhibition, most hits filed as inhibitors;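 note: potency is the fitted concentration of half-maximal effect; plate controls were no compound for no effect and no enzyme for full effect; nearly all actives have a fitted effect of over 20% in size; some results filed as inactive show a strong effect at the top dose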
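20 mM phosphate pH 7.0 + 0.01% (detergent screen) or 0.0001% Triton X-100; 5.3 nM AmpC reagent; cpd preinc 15 min RT; nitrocefin (800 uM stock) to start; A480 q20 s × 4 min; Activity was normalised to no-enzyme and no-compound control wells.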
Tb PYK inh – qHTS of Trypanosoma Brucei Inhibitors; pyruvate kinase (Trypanosoma brucei), Q57TT1; TbPYK enzyme, Kinase-Glo Plus ATP luminescence, 45 min; Potency, µM (highest dose often 76.8 µM), without a hit: top-dose activity, negative = inhibition, hits mostly inhibitors; 410,000 tested, 0.12% active; AID 624173, 2012; note: potency is the fitted concentration of half-maximal effect; nearly all actives have a fitted effect of over 50% in size
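Luminescent Kinase-Glo Plus end-point after 45 min room-temperature reaction of T. brucei pyruvate kinase started with 130 uM ADP (final). Buffer TEA 50 mM pH 7.2 with KCl, MgCl2, BSA, Tween-20; titration-based qHTS with fitted concentration-effect curves.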
LmPK inh – qHTS Assay for Inhibitors of Leishmania Mexicana Pyruvate Kinase (LmPK). purified LmPK, Kinase-Glo ATP luminescence, 1 h. Potency, µM (series often up to 57.5 µM), for inactives: top-dose activity change, negative = inhibition, actives largely listed as inhibitors. 290,000 tested, 0.37% active. AID 1721, 2009; note: potency is the fitted concentration of half-maximal effect
Target sequence (Q27686 whole entry, looked up): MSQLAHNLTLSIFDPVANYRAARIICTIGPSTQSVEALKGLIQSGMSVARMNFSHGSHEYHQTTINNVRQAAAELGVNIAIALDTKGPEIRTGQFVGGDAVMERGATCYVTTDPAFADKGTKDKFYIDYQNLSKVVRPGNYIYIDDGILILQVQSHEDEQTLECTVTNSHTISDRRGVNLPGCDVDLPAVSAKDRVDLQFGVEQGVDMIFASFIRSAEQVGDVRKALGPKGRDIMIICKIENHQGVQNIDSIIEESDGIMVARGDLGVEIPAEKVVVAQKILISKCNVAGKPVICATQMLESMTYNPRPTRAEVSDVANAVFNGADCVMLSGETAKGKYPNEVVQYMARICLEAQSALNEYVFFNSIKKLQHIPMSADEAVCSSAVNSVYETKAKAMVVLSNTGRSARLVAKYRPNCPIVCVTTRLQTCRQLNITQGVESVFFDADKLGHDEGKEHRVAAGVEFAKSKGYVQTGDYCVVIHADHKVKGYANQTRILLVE
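Pyruvate kinase activity monitored as ATP production (luciferase luminescence). Conditions: 0.1 nM enzyme, 0.5 mM PEP, 0.1 mM ADP, 1 h, RT; normalized against uninhibited and no-enzyme wells.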
Sm TGR inh – qHTS Assay for the Inhibitors of Schistosoma Mansoni Peroxiredoxins | Schistosoma mansoni thioredoxin glutathione reductase (TGR), Q962Y6 | purified TGR, DTNB reduction, TNB absorbance 405 nm | Potency, µM (top dose mostly 114 µM), inactives show at the top dose activity change, negative = inhibition, actives largely listed as inhibitors | 360,000 tested, 3% active; note: potency is the fitted concentration of half-maximal effect; nearly all actives have a fitted effect of over 60% in size
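TGR 20 nM + NADPH 100 uM (dispensed conc.), cpd preinc 15 min RT; start with NADPH (500 uM addition) then DTNB (15 mM addition). Kinetic TNB absorbance, 405 nm filter. Four-parameter Hill fit across titration.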
HCMV antiviral – qHTS Assay for inhibitors of the human cytomegalovirus (HCMV); HFF cells, HCMV-luciferase reporter, 72 h; hits give low values; activity change, negative = inhibition, % at 57.5 µM; 410,000 tested, 4.5% active; AID 1259415, 2018; in the data active = activity change below about -60%; inconclusive = no clear call, values can overlap the other calls; inactive = above about -39%
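Cell-based, HFFs, 1000 cells/well, 16 h 37C; cpds in DMSO + HCMV-luc, MOI 1 PFU/cell; 72 h 37C; OneGlo luminescence after 5 min RT; norm. to buffer vs Salinomycin 10uM.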
AMA1-RON2 inh – qHTS for Inhibitors of AMA1-RON; Towards Development of Antimalarial Drug Lead: Primary Screen | 360,000 tested, 0.2% active | AlphaScreen AMA1-biotinylated RON2 peptide binding | Plasmodium falciparum AMA1 (3D7) - RON2 peptide interaction | Potency, µM (series often up to 58.2 µM), for the others: at the highest dose activity change, negative = inhibition, hits mostly inhibitors;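 note: potency is the fitted concentration of half-maximal effect; 0% = vehicle wells and -100% = peptide control; nearly all actives have a fitted effect of over 45% in size; some results filed as inactive show a strong effect at the top dose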
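AMA1 (3D7) with his tag at 25 nM final met compounds first, then biotinylated RON2 peptide at 25 nM; detection used donor plus acceptor beads, 10 µg/mL apiece, read by AlphaScreen after 30 min at room temperature.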
Active calls of the source: *; ? = inconclusive; nt = no result given; [ ] = dose if it differs, or a comment. Unless noted, calls come from the whole dose curve; as a rule, active = well fitted curve in the direction sought with a large enough effect; inconclusive = small, poorly fitted or top-dose-only effect, or another doubt; inactive = no such curve, though single readings can be large; an effect the other way counts as inactive or inconclusive. Unless noted, % is set by controls: 0 for no effect and ±100 for the full control effect.

compound	AmpC inh detg	AmpC no deterg	Tb PYK inh	LmPK inh	Sm TGR inh	HCMV antiviral	AMA1-RON2 inh
O=C(COC(=O)Cc1cccs1)Nc1ccc(F)c(F)c1F	-8%	-10%	-4%	2%	4%	4	-12%
Cc1ccc(S(=O)(=O)N2Cc3ccccc3-n3nncc3C2)cc1	nt	nt	4%	nt	nt	-3	24%
COCCNC(=O)C(=O)NCC1OCCN1C(=O)c1ccc(Cl)cc1 (stereo not given)	-3%	-3%	-4%	-1%	-10%	18	8%
COc1ccccc1NC(=O)N1CCCC1C(=O)NCc1ccccc1Cl (stereo not given)	4%	-2%	-1%	2%	8%	-23	-2%
CCOC(=O)C1(Cc2ccc(Cl)cc2)CCN(Cc2nccn2CC)CC1	-1%	149%[activator]	5%	7%	0%	-20	-15%
CCN(CCCNC(=O)CSc1cc(=O)n(C)c2cc(Cl)ccc12)c1cccc(C)c1	4%	nt	2%	nt	-17%	1	nt
Cc1cc([N+](=O)[O-])nn1CC(=O)Nc1ccc(Cl)cn1	-4%	-23%	2%	2%	-15%	-60*	-6%
COc1cccc(NC(=O)CN2C=NS(=O)(=O)c3ccccc32)c1	-10%	nt	-6%	nt	-6%	17	nt
CCN(c1ccccc1)P(=O)(Nc1ccccc1)Nc1ccccc1	2%	-40%	-11%	7%	4%	-32	-2%
CCc1ccccc1NC(=O)CC1NCCNC1=O (stereo not given)	3%	nt	2%	nt	-4%	3	nt
O=C(C1=C[C@@H](c2ccc(Br)cc2)C[C@@H](OCc2ccc(CO)cc2)O1)N1CCN(Cc2ccc3c(c2)OCO3)CC1	6%	77%[activator]	14%	1%	-30%	nt	-21%
C[C@]12CC[C@H](O)CC1=CCC1C2CC[C@@]2(C)C1CC[C@@H]2NC(=O)CCC(=O)O (stereo not given in full)	nt	1%	-1%	nt	nt	-2	11%
COc1ccc(CCCC(=O)NCC(=O)N/N=C/c2cc(Cl)ccc2OC)cc1	3%	37%	3%	4%	1%	53	-7%
O=C(NC(=S)Nc1ccc(N2CCCC2)cc1)c1ccc(F)cc1	-2%	-29%	-7%	2%	?	-28	3%
Cc1c2ccncc2c(C)c2c1[nH]c1ccccc12	-6%	17%	3%	-1%	-1%	nt	11%
CCOc1ccc(S(=O)(=O)NCc2ccccn2)cc1NC(=O)c1ccccc1F	-1%	-6%	0%	-1%	-5%	?	-3%
COc1ccc(Cl)cc1Nc1cc(C)nc2ncnn12	nt	nt	-3%	nt	nt	72	8%
Cc1cc(OCC(=O)N2CCOCC2)ccc1[N+](=O)[O-]	-5%	-3%	-3%	0%	-3%	0	-10%
Cc1cccc(-n2ncc3c(NCCCn4ccnc4)ncnc32)c1	3%	-8%	-1%	2%	5%	12	-4%
O=S(=O)(NC1=NCCC1)c1cccs1	-1%	-7%	-5%	-4%	-6%	-30	2%
NC(=O)c1nsc(C(=O)N(c2ccc(Cl)cc2)C(C(=O)NCC2CCCO2)c2cccs2)c1N (stereo not given)	5%	-11%	2%	1%	0%	54	-9%
COc1ccc(NC(=O)c2cc(Cl)ccc2NC(=O)c2ccco2)c(OC)c1	-20%	-17%	-7%	1%	-2%	-23	0%
CC1CCCCC1NC(=O)C(Cc1ccccc1)NS(=O)(=O)c1cccs1 (stereo not given)	5%	-30%	1%	1%	-30%	-15	-9%
O=C(C1CCCN(S(=O)(=O)c2ccc([N+](=O)[O-])cc2)C1)N1CCCCC1 (stereo not given)	5%	-3%	7%	0%	2%	nt	2%
Cc1cc(-c2ccc(C)c(S(=O)(=O)NCc3ccc(OC(C)C)cc3)c2)on1	1%	-23%	-1%	6%	10%	-25	-9%

Overlap with the part before: 2 entries, followed by the next part.
compound	AmpC inh detg	AmpC no deterg	Tb PYK inh	LmPK inh	Sm TGR inh	HCMV antiviral	AMA1-RON2 inh
O=C(C1CCCN(S(=O)(=O)c2ccc([N+](=O)[O-])cc2)C1)N1CCCCC1 (stereo not given)	5%	-3%	7%	0%	2%	nt	2%
Cc1cc(-c2ccc(C)c(S(=O)(=O)NCc3ccc(OC(C)C)cc3)c2)on1	1%	-23%	-1%	6%	10%	-25	-9%
CCCCCCN1C[C@@H](n2cc(-c3ccc(F)cc3)nn2)[C@H](O)C[C@@H]1c1ccc(Cl)cc1	nt	nt	-1%	nt	nt	-95*	-2%
COC(=O)c1sccc1NC(=O)C1C2C=CC(C2)C1C(=O)O (stereo not given)	-2%	-22%	5%	3%	-2%	34	-3%
COC(=O)[C@]1(Cc2ccccc2)N[C@H](c2ccc(-c3cccc(Cl)c3)cc2)[C@@H]2C(=O)N(C)C(=O)[C@@H]21	-4%	114%[activator]	-9%	nt	21%	4	-17%
CCc1nc2c(OCc3ccc(C#N)cc3)cccn2c1N(C)C(=O)c1cccs1	nt	nt	-3%	nt	nt	-16	0%
O=C(CCCc1ccccc1)Nc1ccccn1	3%	-4%	2%	-4%	nt	?	30%
Cc1cccc(CN2C(=O)/C(=C\c3ccc(C(=O)NCCN4CCOCC4)cc3)Sc3ccccc32)c1	-4%	164%[activator]	1%	-1%	-6%	nt	-12%
COc1ccc(N(Cc2cc3ccccc3[nH]c2=O)C(=O)c2cccc(Cl)c2)cc1	2%	nt	-13%	nt	6%	10	nt
CCOC(=O)C1=C(c2ccccc2)NC(SCC(=O)Nc2ccc(C)cc2)=C(C#N)C1c1ccco1 (stereo not given)	-4%	nt	2%	6%	-11%	-1	5%
O=C(COc1ccc([N+](=O)[O-])cc1Cl)Nn1cnnc1	3%	-3%	-1%	-5%	1%	-10	-18%
Cc1ccc(S(=O)(=O)NCCNS(=O)(=O)c2ccccc2Br)cc1	nt	-22%	-4%	nt	nt	-34	-2%
CCOC(=O)c1c(-c2ccccc2)oc2ccc(N(C(C)=O)S(=O)(=O)c3ccccc3)cc12	-1%	nt	1%	nt	2%	9	nt
O=C(COC(=O)c1ccccc1NC(=O)c1ccco1)NCCC1=CCCCC1	?	-23%	-3%	-3%	-20%	14	-1%
CC(Cc1ccccc1)=NNS(=O)(=O)c1ccc([N+](=O)[O-])cc1	nt	nt	5%	nt	nt	11	0%
COC(=O)c1ccc(CNC(=O)COC(=O)CCC(=O)c2ccc(F)cc2)cc1	nt	6%	0%	nt	nt	34	14%
CC(=O)OCc1c(C(F)(F)F)nn(C)c1SCc1ccc(Cl)cc1	0%	1%	1%	10%	8%	-12	47%[activator]
Cc1ccc(/C=C2/NC(=O)N(Cc3ccccc3)C2=O)s1	3%	-47%	?	4%	?	57	8%
COc1ccccc1OCC(=O)/C=C1/N(C)c2ccccc2C1(C)C	2%	10%	6%	0%	1%	21	-5%
Oc1ccc(/C=N/Nc2ccc(Cl)nn2)c(O)c1O	1%	-22%	5%	3%	14µM*	-12	?
CCOC(=O)c1c(C)[nH]c(CCC(=O)NCCCN2CCN(c3cc(Cl)ccc3C)CC2)c1C	0%	nt	-1%	nt	-11%	-97*	nt
COc1ccc2oc(=O)cc(CN3CCN(c4ccc(F)cc4)CC3)c2c1	-3%	nt	-3%	nt	-9%	-17	nt
Cc1ccc(NC(=O)CSc2nnc(CSc3nc(C)cc(C)n3)n2Cc2ccco2)c(C)c1	-3%	67%[activator]	-10%	1%	50µM*	58	5%
c1ccc2c(C[C@@H]3CNCCN3CCCCC3CCCCC3)cccc2c1	nt	33%	0%	nt	nt	-8	-16%
Cc1ccc(CCNC(=O)CCS(=O)(=O)c2ccc(Br)cc2)cc1	-4%	-8%	10%	-4%	7%	?	7%
COc1cc2cc(/C=C/C(=O)c3ccco3)c(Cl)nc2cc1OC	3%	-7%	?	0%	?	56	-2%
CCn1cc2nc(SCc3ccc(F)cc3)n(CCc3ccccc3)c(=O)c2n1	1%	nt	-5%	nt	7%	-21	nt
CC(C)C[C@H](NC(=O)N1CC(=O)Nc2ccccc21)C(=O)N[C@H](C(=O)O)c1ccccc1	?	-10%	-4%	-7%	-4%	18	10%
CCS(=O)(=O)n1nc(-c2ccccc2)nc1N	?	-12%	5%	-4%	?	-10	31%[activator]
COc1ccc(-n2nc3ccc(NC(=O)COc4ccc(C)c(C)c4)cc3n2)cc1	0%	nt	0%	nt	7%	5	nt
COc1ccccc1C(=O)Nc1c(C)cc(Br)cc1C	-6%	-12%[2.29 µM]	1%	1%	1%	-61*	9%
COc1cccc(-c2cc3nc(Nc4ccc(OC)c(OC)c4)n(C)c(=O)c3s2)c1	nt	nt	1%	nt	nt	40	-27%
CCCCC(=O)NC(NC(=S)N1CCCCCC1)C(Cl)(Cl)Cl (stereo not given)	-16%	-28%	-19%	1%	-11%	?	5%
CCCNC(=O)NC(=O)CSc1nnc(C)n1N	3%	-14%	-2%	-2%	2%	-5	1%
CCOc1ccccc1CNC(=O)c1cnc2sc(N3CCOCC3)nn2c1=O	-3%	nt	-7%	nt	1%	?	nt
CS(=O)(=O)N1Cc2ccccc2-n2nncc2C1	nt	nt	2%	nt	nt	-17	-3%
Cc1ccc2c(Cl)cc(Cl)c(OCC(=O)NCCc3ccccn3)c2n1	4%	130%[activator]	-1%	2%	-11%	-4	27%
